RSV CPE inhibition – RSV antiviral activity via CPE protection, HEp-2 cells, primary 10 µM value included (AID 2391); HEp-2 cells, RSV-induced CPE inhibition; higher % means a stronger effect; one-dose CPE inhibition, % at 10 µM; IC50 in µM for titrated hits; actives 0.13% (n = 310,000); in the data active means a potency from the dose series; inconclusive means CPE inhibition mostly from about 23% at the one dose, without a potency; inactive means the rest, 99 in 100 with CPE inhibition below about 21%; further: strong numbers were not always called active
SIAH1 antagonists – Siah-1 peptide-binding antagonists, primary screen, biochemical, fluorescence polarization, rhodamine-plectin, uHTS (AID 1817). E3 ubiquitin-protein ligase SIAH1 (Homo sapiens). Siah-1 / rhodamine-plectin peptide fluorescence polarization; higher % means a stronger effect. displacement, % at 20 µM, or IC50 in µM where a hit was titrated. actives 0.02% (n = 290,000);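 active means displacement of at least 50% at 20 µM, with a fluorescence ratio check between 0.3 and a set limit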;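 further: plate controls were Siah plus tracer with DMSO for no effect and tracer alone without Siah for full effect; strong numbers were not always called active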
Dengue-2 NS5 capping – Dengue-2 NS5 methyltransferase inhibitors, primary screen, biochemical, confirmation dose response (AID 588689). Genome polyprotein (Dengue virus type 2 (strain 16681-PDK53)). actives 0.3% (n = 340,000). inhibition, % at 25 µM, or IC50 in µM where a hit was titrated. Dengue-2 NS5 methyltransferase capping enzyme assay, biochemical; higher % means a stronger effect; in the data active means a potency from the dose series; inconclusive means inhibition above about 29% without an active follow-up result
NTR1 agonist – agonists of NTR1, primary screen, imaging, U2OS cells, beta-arrestin-GFP, high content (AID 493036); Neurotensin receptor type 1 (Homo sapiens), P30989; activation, % at 20 µM; NTR1-U2OS beta-arrestin-GFP spot imaging, agonist mode; actives 0.17% (n = 330,000);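 active means activation at or above 40% of the spot to cytoplasm intensity ratio, with at least 20 cells analyzed; inconclusive means wells under 20 cells, flagged as cytotoxic or low count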;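 further: 0% = DMSO without peptide and 100% = 100 nM NTR1 peptide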
Target sequence (P30989 whole entry, looked up): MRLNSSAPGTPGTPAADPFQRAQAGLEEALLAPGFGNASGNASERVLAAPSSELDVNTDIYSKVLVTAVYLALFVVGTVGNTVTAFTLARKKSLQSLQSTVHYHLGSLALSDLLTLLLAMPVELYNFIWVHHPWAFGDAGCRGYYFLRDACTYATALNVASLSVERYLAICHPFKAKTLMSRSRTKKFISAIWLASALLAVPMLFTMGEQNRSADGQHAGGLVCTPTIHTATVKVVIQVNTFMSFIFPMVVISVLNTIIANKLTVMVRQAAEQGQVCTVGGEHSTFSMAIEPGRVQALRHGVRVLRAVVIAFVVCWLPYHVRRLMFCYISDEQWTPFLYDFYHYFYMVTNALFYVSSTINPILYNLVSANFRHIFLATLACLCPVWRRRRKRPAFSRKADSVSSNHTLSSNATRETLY
Rac1 GTP hydrolysis – MgcRacGAP GTPase-activating activity inhibitors, confirmation, biochemical, ADP Hunter fluorescence. AID 624330, 2012. inhibition, % at 30 µM, or IC50 in µM where a hit was titrated. MgcRacGAP-stimulated Rac1 GTP hydrolysis, ADP Hunter fluorescence; higher % means a stronger effect; GST-tagged Rac1 F28L mutant substrate. actives 0.6% (n = 340,000);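 active means first-screen hits whose inhibition reached a set limit at any dose in the follow-up dose series; inconclusive means inhibition above the set first-screen limit but never retested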;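 further: fluorescence reports GDP produced by GAP-driven GTP hydrolysis; strong numbers were not always called active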
West Nile virus CPE – West Nile virus antiviral activity, cell-based, CPE readout (AID 1621) | West Nile virus-infected cells, CPE inhibition; higher % means a stronger effect | CPE inhibition, % at 10 µM, or IC50 in µM where a hit was titrated | actives 0.02% (n = 290,000); in the data active means a potency from the dose series; inconclusive means CPE inhibition mostly from about 3.7% at the one dose, without a potency; inactive means the rest, 99 in 100 with CPE inhibition below about 2.2%; further: strong numbers were not always called active
Large T inhibition – SV40 large T antigen inhibitors, biochemical (AID 1903). one-dose inhibition, % at 20 µM; IC50 in µM for titrated hits. SV40 large T antigen ATPase/helicase inhibition assay; higher % means a stronger effect. actives 0.39% (n = 310,000); in the data active means a potency from the dose series; inconclusive means inhibition mostly from about 32% at the one dose, without a potency; inactive means the rest, 99 in 100 with inhibition below about 32%; further: strong numbers were not always called active
AID2073 – inhibitors of Mint1-CaV2.2 protein interaction, biochemical, HTRF (AID 2073); HTRF protein-protein interaction, Mint1-CaV2.2; higher % means a stronger effect; one-dose inhibition, % at 20 µM; IC50 in µM for titrated hits; actives 0.19% (n = 290,000); in the data active means inhibition mostly above about 51%, no sharp cut-off; inconclusive means no clear call, values can overlap the other calls; inactive means mostly below about 53%; further: some results filed as inactive read as strong as hits
UTI89 phage lysis – inhibition of K1F phage lysis, E. coli UTI89, bacterial capsule biogenesis inhibitors, alamar blue (AID 488966) | E. coli UTI89 K1F phage lysis, alamar blue, 2 h; higher % means a stronger effect | one-dose inhibition, % at 100 µM; IC50 in µM for titrated hits | actives 0.02% (n = 340,000);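 active means phage lysis inhibition, versus mean bacterial control, above a set limit; inconclusive means no clear call, values can overlap the other calls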;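 further: capsule biogenesis inhibitors block K1F phage lysis so surviving cells raise fluorescence; higher fluorescence means more inhibition of phage lysis; actives were called in the ten point dose series up to 300 µM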
NTR1 agonist cell count 20 µM – also measured in NTR1 agonist; calls as there; cell count; measured here: cell count, cytotoxicity flag
An asterisk follows results filed as active; [ ] = remark or other dose.

How did Cc1cc(C)n(CCc2nc(-c3ccc(F)cc3)cs2)n1 do in these assays?
RSV CPE inhibition: 2.3%; SIAH1 antagonists: -8%; Dengue-2 NS5 capping: -5%; NTR1 agonist: 0.5; Rac1 GTP hydrolysis: 8%; West Nile virus CPE: -1.5%; Large T inhibition: 9%; AID2073: 3%; UTI89 phage lysis: 0.0%; NTR1 agonist cell count 20 µM: 91

What do the screens show for `O=C(C[n+]1ccc(/C=N/O)cc1)NCc1ccccc1`?
RSV CPE inhibition: 2.3%; SIAH1 antagonists: 16%; Dengue-2 NS5 capping: 7%; NTR1 agonist: -0.7; Rac1 GTP hydrolysis: -1%; West Nile virus CPE: 0.4%; Large T inhibition: 13%; AID2073: 2%; UTI89 phage lysis: -0.4%; NTR1 agonist cell count 20 µM: 42

What do the screens show for `NS(=O)(=O)c1cccc(-n2cnnn2)c1`?
RSV CPE inhibition: -0.2%; SIAH1 antagonists: 0%; Dengue-2 NS5 capping: -7%; NTR1 agonist: -0.6; Rac1 GTP hydrolysis: 3%; West Nile virus CPE: 0.4%; Large T inhibition: 17%; AID2073: -4%; UTI89 phage lysis: -0.2%; NTR1 agonist cell count 20 µM: 72

Results for CNC(=S)NNS(=O)(=O)c1ccc(OC)cc1OC ?
RSV CPE inhibition: -0.2%; SIAH1 antagonists: -7%; Dengue-2 NS5 capping: -6%; NTR1 agonist: -1.7; Rac1 GTP hydrolysis: 0%; West Nile virus CPE: 0.0%; Large T inhibition: 10%; AID2073: -2%; UTI89 phage lysis: 0.1%; NTR1 agonist cell count 20 µM: 81

Results for O=C(CC1(O)C(=O)Nc2ccccc21)c1cccnc1 (stereo unspecified) ?
RSV CPE inhibition: 0.1%; SIAH1 antagonists: 4%; Dengue-2 NS5 capping: -4%; NTR1 agonist: 0.0; Rac1 GTP hydrolysis: -1%; West Nile virus CPE: 0.0%; Large T inhibition: 12%; AID2073: 2%; UTI89 phage lysis: -1.0%; NTR1 agonist cell count 20 µM: 51

Results for NC(=O)c1ccc(NC(=O)COC(=O)C(Cc2ccccc2)NC(=O)c2ccccc2)cc1 (stereo unspecified) ?
RSV CPE inhibition: 0.3%; SIAH1 antagonists: 2%; Dengue-2 NS5 capping: -3%; NTR1 agonist: -1.1; Rac1 GTP hydrolysis: 8%; West Nile virus CPE: 0.8%; Large T inhibition: 1%; AID2073: 9%; UTI89 phage lysis: -1.7%; NTR1 agonist cell count 20 µM: 24

What do the screens show for `COc1ccc(N(CC(=O)NCc2ccccc2C)S(=O)(=O)c2ccc(C)cc2)cc1OC`?
RSV CPE inhibition: 0.5%; SIAH1 antagonists: 1%; Dengue-2 NS5 capping: -2%; NTR1 agonist: 1.8; Rac1 GTP hydrolysis: 0%; West Nile virus CPE: -1.6%; Large T inhibition: 6%; AID2073: 15%; UTI89 phage lysis: 0.3%; NTR1 agonist cell count 20 µM: 45

What do the screens show for `COc1ccc(/C=C2\CCn3c2nc2cc(C(=O)O)ccc2c3=O)cc1OC`?
RSV CPE inhibition: -0.2%; SIAH1 antagonists: -4%; Dengue-2 NS5 capping: 1%; NTR1 agonist: -0.3; Rac1 GTP hydrolysis: 10%; West Nile virus CPE: 0.1%; Large T inhibition: 24%; AID2073: 15%; UTI89 phage lysis: -0.1%; NTR1 agonist cell count 20 µM: 50

How did O=C(N/N=C/c1cccc(NC(=O)c2ccc(Cl)cc2)c1)c1ccc(O)cc1 do in these assays?
RSV CPE inhibition: 8.9%; SIAH1 antagonists: 15%; Dengue-2 NS5 capping: -6%; NTR1 agonist: 4.9; Rac1 GTP hydrolysis: 5%; West Nile virus CPE: 0.0%; Large T inhibition: inconclusive; AID2073: 25%; UTI89 phage lysis: 1.3%[50 µM]; NTR1 agonist cell count 20 µM: 56

Results for CC(C)c1ccc2[nH]c(O)c(N=NC(=O)c3cccc(S(=O)(=O)N4CCCCC4)c3)c2c1 ?
RSV CPE inhibition: 38%; SIAH1 antagonists: -1%; Dengue-2 NS5 capping: 1%; NTR1 agonist: 10; Rac1 GTP hydrolysis: 10%; West Nile virus CPE: 0.8%; Large T inhibition: 5%; AID2073: 6%; UTI89 phage lysis: 0.2%; NTR1 agonist cell count 20 µM: 48

How did CN1CCN(C2=NC(=O)/C(=C/c3ccccc3OS(=O)(=O)c3ccccc3)S2)CC1 do in these assays?
RSV CPE inhibition: 1.1%; SIAH1 antagonists: 4%; Dengue-2 NS5 capping: -4%; NTR1 agonist: 3.1; Rac1 GTP hydrolysis: 9%; West Nile virus CPE: -0.1%; Large T inhibition: 8%; AID2073: -39%; UTI89 phage lysis: -0.7%; NTR1 agonist cell count 20 µM: 55

What do the screens show for `O=C(Nc1ccccc1Cl)O/N=C(/c1ccccc1)c1ccccn1`?
RSV CPE inhibition: 0.8%; SIAH1 antagonists: -1%; Dengue-2 NS5 capping: -6%; NTR1 agonist: -1.3; Rac1 GTP hydrolysis: 8%; West Nile virus CPE: 1.4%; Large T inhibition: 1%; AID2073: 27%; UTI89 phage lysis: 1.2%; NTR1 agonist cell count 20 µM: 63

What do the screens show for `O=S(=O)(c1ccccc1)c1ccc(C(F)(F)F)cn1`?
RSV CPE inhibition: 0.7%; SIAH1 antagonists: 2%; Dengue-2 NS5 capping: -4%; NTR1 agonist: 0.0; Rac1 GTP hydrolysis: 4%; West Nile virus CPE: 0.4%; Large T inhibition: 4%; AID2073: 3%; UTI89 phage lysis: 0.1%; NTR1 agonist cell count 20 µM: 42

What do the screens show for `CC1CCN(C(=O)c2[nH]cnc2C(=O)N[C@@H](C)C(=O)OC(C)(C)C)CC1`?
RSV CPE inhibition: 0.6%; SIAH1 antagonists: 0%; Dengue-2 NS5 capping: -11%; NTR1 agonist: 0.2; Rac1 GTP hydrolysis: 10%; West Nile virus CPE: -0.5%; Large T inhibition: 25%; AID2073: 7%; UTI89 phage lysis: 0.7%; NTR1 agonist cell count 20 µM: 68

How did CC/C(=N\NC(=S)NC(C)C)c1ccc(OC(F)F)cc1 do in these assays?
RSV CPE inhibition: 2.6%; SIAH1 antagonists: 5%; Dengue-2 NS5 capping: 3%; NTR1 agonist: 3.2; Rac1 GTP hydrolysis: 7%; West Nile virus CPE: -1.1%; Large T inhibition: 16%; AID2073: -2%; UTI89 phage lysis: 0.2%; NTR1 agonist cell count 20 µM: 59

Results for CCC(Sc1nc2ccccc2c(=O)n1CCN1CCOCC1)C(=O)NCc1cccnc1 (stereo unspecified) ?
RSV CPE inhibition: 0.0%; SIAH1 antagonists: 3%; Dengue-2 NS5 capping: -2%; NTR1 agonist: -0.6; Rac1 GTP hydrolysis: 4%; West Nile virus CPE: -0.8%; Large T inhibition: 12%; AID2073: -2%; UTI89 phage lysis: -0.1%; NTR1 agonist cell count 20 µM: 74

Results for Cc1ccc(Nc2ccccc2)cc1 ?
RSV CPE inhibition: 1.7%; SIAH1 antagonists: 2%; Dengue-2 NS5 capping: 10%; NTR1 agonist: -0.4; Rac1 GTP hydrolysis: 7%; West Nile virus CPE: 1.0%; Large T inhibition: 10%; AID2073: -1%; UTI89 phage lysis: 0.2%; NTR1 agonist cell count 20 µM: 50

What do the screens show for `COc1ccc(/C=N/NC(=O)c2ccncc2)cc1CN1CCN(c2ccc(F)cc2)CC1`?
RSV CPE inhibition: 0.1%; SIAH1 antagonists: -4%; Dengue-2 NS5 capping: -2%; NTR1 agonist: -0.4; Rac1 GTP hydrolysis: 4%; West Nile virus CPE: -0.8%; Large T inhibition: 3%; AID2073: 4%; UTI89 phage lysis: 0.5%; NTR1 agonist cell count 20 µM: 60

What do the screens show for `O=C(CSc1nnc(-c2ccco2)o1)NC(=O)C1COc2ccccc2O1` (stereo unspecified)?
RSV CPE inhibition: 0.2%; SIAH1 antagonists: -4%; Dengue-2 NS5 capping: 1%; NTR1 agonist: 0.5; Rac1 GTP hydrolysis: -3%; West Nile virus CPE: 0.6%; Large T inhibition: 8%; AID2073: -2%; UTI89 phage lysis: -0.3%; NTR1 agonist cell count 20 µM: 46

How did O=C(COC(=O)/C=C/c1ccccc1Cl)NC(=O)NC1CCCC1 do in these assays?
Dengue-2 NS5 capping: -7%; NTR1 agonist: 4.2; Rac1 GTP hydrolysis: 3%; UTI89 phage lysis: -0.6%[50 µM]; NTR1 agonist cell count 20 µM: 61

How did CC(C)(C)NC(=O)CSc1nc(O)cc(=O)[nH]1 do in these assays?
RSV CPE inhibition: 1.4%; SIAH1 antagonists: 0%; Dengue-2 NS5 capping: 4%; NTR1 agonist: -0.1; Rac1 GTP hydrolysis: 5%; West Nile virus CPE: -0.2%; Large T inhibition: 6%; AID2073: -10%; UTI89 phage lysis: 4.6%; NTR1 agonist cell count 20 µM: 32

Results for CCOC(=O)c1c(NC(=O)C(Sc2ccccc2)c2ccccc2)sc(C(=O)N(C)C)c1C (stereo unspecified) ?
RSV CPE inhibition: 19%; SIAH1 antagonists: 4%; Dengue-2 NS5 capping: -5%; NTR1 agonist: 5.7; Rac1 GTP hydrolysis: 8%; West Nile virus CPE: -1.9%; Large T inhibition: 8%; AID2073: 0%; UTI89 phage lysis: -1.2%[50 µM]; NTR1 agonist cell count 20 µM: 53

What do the screens show for `CSc1cc(N2CCOCC2)nc(-c2ccccc2Cl)n1`?
RSV CPE inhibition: 2.4%; SIAH1 antagonists: 5%; Dengue-2 NS5 capping: -2%; NTR1 agonist: -1.0; Rac1 GTP hydrolysis: 3%; West Nile virus CPE: -0.9%; Large T inhibition: 3%; AID2073: 20%; UTI89 phage lysis: 0.8%[50 µM]; NTR1 agonist cell count 20 µM: 71

Structural class: the entries above containing a tert-butyl group
What do the screens show for `CC1CCN(C(=O)c2[nH]cnc2C(=O)N[C@@H](C)C(=O)OC(C)(C)C)CC1`?
RSV CPE inhibition: 0.6%; SIAH1 antagonists: 0%; Dengue-2 NS5 capping: -11%; NTR1 agonist: 0.2; Rac1 GTP hydrolysis: 10%; West Nile virus CPE: -0.5%; Large T inhibition: 25%; AID2073: 7%; UTI89 phage lysis: 0.7%; NTR1 agonist cell count 20 µM: 68

How did CC(C)(C)NC(=O)CSc1nc(O)cc(=O)[nH]1 do in these assays?
RSV CPE inhibition: 1.4%; SIAH1 antagonists: 0%; Dengue-2 NS5 capping: 4%; NTR1 agonist: -0.1; Rac1 GTP hydrolysis: 5%; West Nile virus CPE: -0.2%; Large T inhibition: 6%; AID2073: -10%; UTI89 phage lysis: 4.6%; NTR1 agonist cell count 20 µM: 32

Source: PubChem (several laboratories)

This is a random part of the collection; any-hit rate near 1.6%.
